From PubChem
NTR1 agonist = NTR1-driven beta-arrestin-GFP spot formation – imaging, U2OS cells, high content, primary screen (AID 493036) | P30989 | agonist mode | activation, % at 20 µM | actives 0.17% (n = 330,000);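 active means activation at or above 40% of the spot to cytoplasm intensity ratio, with at least 20 cells analyzed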;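 further: 0% = DMSO without peptide and 100% = 100 nM NTR1 peptide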
Target sequence (P30989 whole entry, looked up): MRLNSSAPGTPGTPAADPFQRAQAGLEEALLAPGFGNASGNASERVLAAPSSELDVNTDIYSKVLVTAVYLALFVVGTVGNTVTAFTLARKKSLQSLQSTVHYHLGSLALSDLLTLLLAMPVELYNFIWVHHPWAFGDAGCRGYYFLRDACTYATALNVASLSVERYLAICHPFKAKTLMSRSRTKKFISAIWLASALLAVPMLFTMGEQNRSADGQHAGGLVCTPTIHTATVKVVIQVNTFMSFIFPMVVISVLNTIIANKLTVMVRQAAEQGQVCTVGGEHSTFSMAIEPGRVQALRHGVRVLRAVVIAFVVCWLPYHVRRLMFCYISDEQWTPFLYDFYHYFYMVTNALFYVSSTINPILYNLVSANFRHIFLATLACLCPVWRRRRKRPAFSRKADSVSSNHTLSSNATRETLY
GPR35 arrestin U2OS = GPR35 antagonists blocking zaprinast-driven arrestin recruitment, primary screen, imaging, U2OS, beta-arrestin-GFP, zaprinast agonist (AID 2058) | U2OS GPR35 beta-arrestin-GFP translocation imaging, zaprinast antagonism; higher % means a stronger effect | one-dose inhibition, % at 10 µM; IC50 in µM for titrated hits | actives 0.052% (n = 290,000);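 active means inhibition of at least 50% with at least 30 cells and total cytoplasm GFP at most 10,000,000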
GPR55 activation = GPR55 agonists via beta-arrestin recruitment, primary screen, imaging, U2OS cells, beta-arrestin-GFP redistribution (AID 1961); U2OS GPR55 beta-arrestin-GFP redistribution imaging; higher % means a stronger effect; one-dose activation, % at 10 µM; EC50 in µM for titrated hits; actives 0.048% (n = 290,000);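 active means activation above 40% with more than 50 cells counted in the well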;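 further: U2OS osteosarcoma cells stably expressing GPR55 and beta-arrestin-GFP; plate controls were DMSO negative control for no effect and LPI positive control for full effect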
GPR55 antagonists = GPR55 antagonists blocking LPI-driven arrestin recruitment, primary screen, imaging, U2OS, beta-arrestin-GFP, LPI agonist (AID 2013); U2OS GPR55 beta-arrestin-GFP translocation imaging, LPI antagonism; higher % means a stronger effect; inhibition, % at 10 µM; hits with a dose series show IC50 in µM; actives 0.13% (n = 290,000);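 active means spots per cell inhibited over 60%, with over 100 cells counted and total cytoplasm intensity under 500,000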;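 further: U2OS cells stably carrying GPR55 and arrestin-GFP stimulated by 5 µM LPI near EC80; imaged beta-arrestin-GFP aggregate spots per cell after agonist stimulation; plate controls were LPI-stimulated DMSO wells for no effect and DMSO wells without LPI for full effect; some results filed as inactive read as strong as hits; confirmed hits need IC50 under 10 µM and bright autofluorescent wells are also inconclusive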
UTI89 phage lysis = protection from phage-mediated lysis, alamar blue read-out – E. coli UTI89, K1F phage, bacterial capsule biogenesis inhibitors (AID 488966); inhibition, % at 100 µM; hits with a dose series show IC50 in µM; actives 0.02% (n = 340,000); E. coli UTI89 K1F phage lysis, alamar blue, 2 h; higher % means a stronger effect;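 active means phage lysis inhibition, versus mean bacterial control, above a set limit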;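 further: capsule biogenesis inhibitors block K1F phage lysis so surviving cells raise fluorescence; higher fluorescence means more inhibition of phage lysis; actives were called in the ten point dose series up to 300 µM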
KOR beta-arrestin-1 = KOR agonists, beta-arrestin recruitment, primary screen, cell-based, luminescence, uHTS (AID 1777); actives 0.02% (n = 280,000); one-dose activation, % at 10 µM; EC50 in µM for titrated hits; KOR beta-arrestin recruitment, luminescence; higher % means a stronger effect; in the data active means activation above about 50%, passing the limit was not always enough; further: a part of the inactive calls stands beside numbers as strong as those of hits
Rac1 GTP hydrolysis = MgcRacGAP GTPase-activating activity inhibitors, confirmation, biochemical, ADP Hunter fluorescence; MgcRacGAP-stimulated Rac1 GTP hydrolysis, ADP Hunter fluorescence; higher % means a stronger effect; GST-tagged Rac1 F28L mutant substrate; one-dose inhibition, % at 30 µM; IC50 in µM for titrated hits; actives 0.6% (n = 340,000); AID 624330;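 active means first-screen hits whose inhibition reached a set limit at any dose in the follow-up dose series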;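 further: fluorescence reports GDP produced by GAP-driven GTP hydrolysis; strong numbers were not always called active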
NOD1 inhibition = NOD1 signaling inhibitors, primary screen, cell-based, luminescence, uHTS (AID 1578); NOD1-driven NF-kB luciferase reporter cells, luminescence; higher % means a stronger effect; inhibition, % at 4 µM, or EC50 in µM where a hit was titrated; actives 1% (n = 290,000); in the data active means inhibition mostly above about 36%, no sharp cut-off; inactive means mostly below about 34%;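 further: HEK-293T reporter cells stimulated with the NOD1 agonist gamma-tri-DAP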
KOR beta-arrestin-2 = kappa opioid receptor blockers – cell-based, luminescence, uHTS (AID 1778). KOR beta-arrestin recruitment, luminescence, antagonist mode; higher % means a stronger effect. inhibition, % at 10 µM; hits with a dose series show IC50 in µM. actives 0.091% (n = 290,000); in the data active means inhibition above about 50%; further: strong numbers were not always called active
NTR1 agonist cell count 20 µM = recorded beside NTR1 agonist, whose call it bears; cell count; measured here: cell count, cytotoxicity flag
* = called active by the depositor; i = inactive; x = no result given; [ ] = another dose, or the depositor's remark.

SMILES | NTR1 agonist | NTR1 agonist cell count 20 µM | GPR35 arrestin U2OS | GPR55 activation | GPR55 antagonists | UTI89 phage lysis | KOR beta-arrestin-1 | Rac1 GTP hydrolysis | NOD1 inhibition | KOR beta-arrestin-2
COc1cccc(C(=O)Nc2ccc(NC(=O)C3CCCCC3C(=O)O)cc2)c1 (stereo not given) | -0.7 | 48 | -5% | 0.0% | -1% | 0.6%[50 µM] | 0.3% | 2% | -25% | 23%
CCC(C)NC(=O)C1CCN(S(=O)(=O)c2cccc3nonc23)CC1 (stereo not given) | -2.1 | 50 | 4% | -0.2% | 4% | -0.2% | 0.3% | 3% | -1% | -6%
COc1ccccc1NC(=O)COC(=O)/C=C/c1ccccc1[N+](=O)[O-] | 2.1 | 72 | 4% | 0.0% | 8% | 0.9%[50 µM] | 0.4% | 1% | -14% | -20%
Cc1cc(C=C2C(=O)c3ccccc3C2=O)c(C)n1-c1ccc(C(=O)O)cc1 | 0.5 | 45 | 15% | 0.0% | 4% | -1.0% | -5.5% | 12% | -34% | 21%
Cn1c(=O)c2c(ncn2CC(=O)OCC(=O)Nc2ccccc2)n(C)c1=O | -1.1 | 64 | 5% | 0.2% | 3% | 0.5% | -4.8% | 8% | -20% | -22%[20 µM]
N#Cc1c(-c2ccc(Cl)cc2)ccn2nc(CCC(=O)O)nc12 | 3.2 | 84 | 16% | -0.2% | 5% | 1.6% | 7.8% | 5% | 6% | -20%
O=C(Nc1cccc(-c2nn[nH]n2)c1)c1ccc(Br)s1 | -0.3 | 43 | -3% | 0.3% | -3% | -0.3% | 6.2% | 9% | 32% | 2%
CCN(CC)Cc1c(C(=O)N/N=C/c2ccco2)nnn1-c1nonc1N | -0.4 | 67 | -6% | -0.1% | -6% | 0.0% | -1.7% | 3% | -17% | 6%
CCOC(=O)Cn1nnnc1CN(Cc1cccs1)Cc1cc2cc(C)ccc2[nH]c1=O | 0.1 | 75 | 6% | 0.1% | 4% | 1.4% | 0.5% | 0% | -3% | -29%
CC(NC(=O)c1ccc2nc[nH]c2c1)c1ccccc1 (stereo not given) | 0.3 | 97 | 3% | 0.5% | -2% | 0.2% | 4.6% | 7% | -34% | -27%
CCCCn1c2nc3ccccc3nc2c2c(=N)oc(C)nc21 | x | x | -10% | 0.1% | 23% | 3.6% | 1.5% | 3% | 11% | 32%
C=CCNC(=O)C12CCC(C)(C(=O)[C@H]1Br)C2(C)C (stereo not given in full) | 0.0 | 60 | -1% | 1.5% | 11% | -0.3% | 2.8% | -1% | -2% | -2%
Cc1ccc(NC(=O)CN(C)CC(=O)Nc2c(C)cccc2C)c(Br)c1 | 0.2 | 84 | 0% | 0.0% | 2% | 1.0% | 3.5% | 8% | -6% | 12%
CCCc1ccc(OCC(O)CN2CCN(CCO)CC2)cc1 (stereo not given) | 3.8 | 50 | -5% | -0.2% | 3% | 0.3% | -4.4% | 9% | -37% | 2%
Cc1ccc(/C(N)=N/OC(=O)c2cccc(Cn3cc(C(F)(F)F)ccc3=O)c2)cc1 | 2.7 | 69 | -11% | 0.2% | 2% | 0.9% | -1.5% | 8% | -2% | -31%
CCc1ccccc1N(CC(=O)NCc1ccco1)C(=O)CCC(=O)Nc1ccccn1 | -1.6 | 38 | -9% | -0.2% | 14% | -0.2% | -0.1% | 1% | -13% | 10%
CCC(C)NCCOCCOc1ccc(C)cc1OC (stereo not given) | 1.0 | 51 | 11% | -0.2% | 4% | 3.3% | 2.4% | 23% | -19% | -8%
COc1cc(OC)c(NC(=O)CCCn2c(=O)oc3ccccc32)cc1Cl | -0.5 | 61 | 4% | 0.2% | 8% | 2.0% | 4.3% | 6% | -13% | -28%
Cc1ccc(-c2nnc(SCC(=O)N(C)C)nc2-c2ccc(C)cc2)cc1 | 1.0 | 63 | -3% | -0.1% | -1% | -0.3% | 3.5% | 4% | -32% | -36%
Cc1cc(NC(=O)CN2C(=O)S/C(=C\c3ccccc3)C2=O)no1 | 2.1 | 63 | 2% | -0.3% | 6% | 3.6%[50 µM] | 3.2% | 10% | -2% | -18%
COc1ccc(-c2cc3nc4n(c(=O)c3s2)CCCCC4)cc1 | 0.8 | 36 | 0% | -0.1% | 15% | -0.1% | -8.3% | 7% | -6% | 17%
O=C(Nc1nnc(SCc2ccccc2)s1)c1cccc([N+](=O)[O-])c1 | 2.4 | 61 | -10% | -0.2% | -10% | i | -3.0% | 4% | 38% | 4%
O=c1c2c3c(sc2n(CCN2CCCC2)c(=O)n1Cc1ccccc1)CCCCC3 | 7.7 | 60 | -6% | 0.6% | 23% | x | 1.3% | x | 3% | 12%
N#Cc1ccc(Oc2ccc(-c3cnc4ccccc4n3)cc2)cc1C#N | 7.6 | 37 | -6% | -0.2% | -1% | 0.5% | -4.9% | 6% | -22% | 22%
C=CCn1c(=NC(=O)c2cccs2)sc2cc(NC(C)=O)ccc21 | 0.8 | 86 | 1% | 0.7% | 10% | 0.0% | -2.0% | -4% | -2% | 10%
Cc1ccc(C)c(OC(C)C(=O)Nc2nccs2)c1 (stereo not given) | 0.7 | 60 | -12% | 0.4% | -10% | -0.6%[50 µM] | 5.5% | 6% | -9% | -21%
O=C(c1ccco1)n1nc(-c2cccnc2)nc1NCc1ccco1 | 2.0 | 42 | 1% | -0.4% | 0% | 0.0% | 2.9% | 7% | -28% | 3%
COc1cccc(-n2c(C)nc3cc(C(=O)O)ccc32)c1 | -0.1 | 50 | 1% | -0.1% | 10% | 0.1% | 0.5% | 0% | 3% | 11%
CCOC(=O)CCN(Cc1sccc1C)S(=O)(=O)c1ccc(F)cc1 | 0.9 | 48 | 13% | 0.2% | -1% | 0.2% | -5.0% | -1% | 1% | -2%
COc1ccc(NC(=O)Cc2nnc(SCC(=O)Nc3ccc(F)cc3)n2C)cc1 | 4.7 | 59 | 3% | -0.2% | 1% | -0.3% | -7.7% | -1% | -39% | 20%
CN(Cc1ccccn1)Cc1nc(COc2ccccc2)no1 | 5.7 | 60 | -4% | -0.1% | 8% | 0.2% | x | 4% | -30% | -26%[20 µM]
Cc1ccccc1NC(=O)C(=O)NCc1ccccn1 | -0.4 | 88 | 3% | -0.3% | 2% | 8.6% | -5.0% | 2% | -16% | -18%
O=C(Cn1cc(C(=O)c2cccs2)c2ccccc21)NCc1cccs1 | -2.5 | 80 | -5% | 1.3% | -8% | 0.9% | -3.7% | -1% | -40% | 43%
COc1ccc2c(=O)c(-c3ccccc3C)c(C)oc2c1 | 0.2 | 48 | 15% | 0.3% | 21% | 0.1% | 2.6% | 8% | -11% | -5%
COc1cc(NS(=O)(=O)c2ccc(NC(=S)NC(=O)c3sc4ccccc4c3Cl)cc2)nc(OC)n1 | x | x | 3% | 0.1% | 3% | 1.5% | 19% | 9% | 16% | -29%
O=C(NCc1nnc(SCC(=O)N2CCC(Cc3ccccc3)CC2)o1)c1ccco1 | 3.1 | 55 | 3% | 0.2% | -4% | 0.5% | -1.1% | 0% | -16% | -57%[20 µM]
O=C(Cn1cnc2cc([N+](=O)[O-])ccc2c1=O)NC(=O)NCc1ccccc1 | 2.6 | 71 | 2% | 0.0% | 1% | 0.1% | 3.5% | 9% | 13% | -31%
Cc1ccc2[nH]c3c(c2c1)CNCC3 | -0.8 | 87 | -4% | 0.0% | 4% | 0.3% | -0.2% | 9% | -8% | 22%
CCc1ccc(OCC(=O)NNC(=S)NC(=O)C2CC2)c(Br)c1 | 1.2 | 49 | -7% | -0.1% | 1% | 0.1% | -6.6% | 4% | -34% | 67%
CO/N=C/Cc1c([N+](=O)[O-])c(C)nn1C | 0.8 | 48 | -4% | -0.1% | -2% | -1.3% | -2.7% | -5% | -6% | -11%[20 µM]
Cn1c(CNC(=O)CCNC(=O)c2ccccc2)cc(=O)n(C)c1=O | -1.2 | 53 | -10% | -0.1% | 0% | 0.2% | 8.7% | 7% | 2% | -15%
Cc1ccc(OCc2cc(C(=O)N(C)CCc3nc4ccccc4[nH]3)no2)cc1C | 2.3 | 45 | -6% | -0.2% | -1% | -0.3% | 1.3% | 3% | 13% | -8%
CC(C)CNC(=O)Nc1ccccc1F | 1.1 | 79 | -5% | -0.1% | 4% | 0.1% | -5.7% | 3% | -18% | -6%[20 µM]
O=C(Nc1ccccc1Cl)N1C2CCC1CC(O)(c1cccnc1)C2 (stereo not given) | 0.5 | 76 | 4% | -0.1% | -12% | 0.1% | -6.1% | 5% | -16% | 3%[20 µM]

These rows are one share of the data; the hit share may differ from the screen's.
